Bcl-W Bim block: inhibitors of Bim binding to Bcl-W, primary screen, biochemical, multiplexed, bead-based flow cytometry; Bim peptide-Bcl-W binding; inhibition, % at 10 µM; hit rate 0.02% among 190,000; AID 952, 2007;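 note: 0% = bound tracer without compound and 100% = peptide blocker; higher means less fluorescent Bim peptide bound to Bcl-W beads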
Bcl-XL Bim block: inhibitors of Bim-Bcl-XL binding, primary screen, biochemical, multiplexed, bead flow cytometry, human Bcl-XL; Bcl-2-like protein 1 (Homo sapiens), Q07817; Bim peptide-Bcl-XL binding, fluorescence; inhibition, % at 10 µM; hit rate 0.04% among 190,000
ABCB1 block: ABCB1 efflux pump inhibitors, primary screen, cell-based, multiplex, flow cytometry, ABCG2 counter-screen; ATP-dependent translocase ABCB1 (Homo sapiens), P08183; CCRF-Adr cells, JC-1 efflux; inhibition, % at 6.6 µM; hit rate 0.067% among 190,000; AID 1326, 2008; in the data active = inhibition above about 40%;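 note: 0% = vehicle and 100% = reference inhibitor; higher value means more JC-1 retained so stronger ABCB1 efflux block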
GSH fluor: compound fluorescence on glutathione beads, profiling panel, artefact control, biophysical, 488/530 nm, flow cytometry. AID 1776, 2009. hit rate 0.25% among 190,000. GSH beads flow cytometry, compound fluorescence 488/530 nm; hits give high values. fluorescence (KMESF) at 10 µM; in the data active = fluorescence above about 89;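 note: glutathione beads carrying GST-tagged Bcl family fusion proteins plus one bare bead set; values are compound well signal with DMSO vehicle wells as background; inactives centre near 16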
Bim-Bcl-2: inhibitors of Bim-Bcl-2 binding, primary screen, biochemical, multiplexed, human Bcl-2 family; hit rate 0.06% among 190,000; inhibition, % at 10 µM; Apoptosis regulator Bcl-2 (Homo sapiens), P10415; Bead-based flow cytometry, Bim peptide-Bcl-2 binding; in the data active = inhibition above about 40%;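 note: 0% = no compound wells with probe peptide and 100% = reference peptide inhibitor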
Bcl-B Bim block: inhibitors of Bim-Bcl-B binding, primary screen, biochemical, multiplexed, human Bcl-2 family | Bcl-2-like protein 10 (Homo sapiens), Q9HD36 | bead-based flow cytometry, Bim peptide-Bcl-B binding | inhibition, % at 10 µM | hit rate 0.073% among 190,000 | AID 951, 2007;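 note: 0% = tracer peptide without compound and 100% = reference inhibitor peptide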
Bfl-1 Bim block: inhibitors of Bim binding to Bfl-1, primary screen, biochemical, multiplexed, bead-based flow cytometry; Bim-Bfl-1 binding inhibition; inhibition, % at 10 µM; hit rate 0.12% among 190,000; AID 1008, 2008;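 note: 0% = wells without compound plus tracer and 100% = blocker peptide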
RGS8-Gao reg: RGS8-Galphao binding modulators, primary screen, biochemical, multiplexed bead flow cytometry. Guanine nucleotide-binding protein G(o) subunit alpha (Homo sapiens), P09471. actives lie on both sides. response (percent of control binding), % at 10 µM. hit rate 0.34% among 220,000; in the data active = response below about 60% or above about 140%; inactive = in between;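 note: Galphao activated as the GDP aluminium fluoride complex binding bead-coupled RGS8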
Target sequence (P09471 whole entry, looked up): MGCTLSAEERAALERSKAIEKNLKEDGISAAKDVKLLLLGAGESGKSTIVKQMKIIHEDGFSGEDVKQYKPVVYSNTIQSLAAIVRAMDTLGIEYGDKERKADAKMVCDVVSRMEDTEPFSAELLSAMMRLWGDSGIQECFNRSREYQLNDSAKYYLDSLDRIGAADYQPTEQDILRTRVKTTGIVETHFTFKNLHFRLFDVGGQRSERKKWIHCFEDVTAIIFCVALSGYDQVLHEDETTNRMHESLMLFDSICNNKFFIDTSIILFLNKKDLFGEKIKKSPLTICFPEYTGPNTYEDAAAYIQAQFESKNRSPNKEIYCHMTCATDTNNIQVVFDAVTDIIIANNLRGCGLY
RGS7-Gao reg: RGS7-Galphao binding modulators, primary screen, biochemical, multiplexed bead flow cytometry; AID 1439, 2008; actives lie on both sides; binding response (% of control), % at 10 µM; hit rate 0.35% among 220,000; in the data active = binding response below about 49% or above about 150%;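 note: fluorescent Galphao held in activated GDP-AlF4 state binding bead-coupled RGS7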
RGS4-Gao reg: modulators of RGS4 binding to Galphao, primary screen, biochemical, multiplexed bead flow cytometry | Guanine nucleotide-binding protein G(o) subunit alpha (Homo sapiens), P09471 | actives lie on both sides | binding response (% of control), % at 10 µM | hit rate 0.33% among 220,000 | AID 1415, 2008; in the data active = binding response below about 49% or above about 150%; inactive = in between;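 note: fluorescent Galphao activated with aluminum fluoride binding bead-coupled RGS4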
ABCG2 inh: ABCG2 efflux pump inhibitors, primary screen, multiplex with ABCB1, IgMXP3 cells, flow cytometry | JC-1 efflux | hit rate 0.1% among 190,000 | inhibition, % at 6.6 µM | AID 1325, 2008 | Broad substrate specificity ATP-binding cassette transporter ABCG2 (Homo sapiens), Q9UNQ0;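 active = inhibition above 80%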;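 note: 0% = DMSO and 100% = nicardipine control wells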
Target sequence (Q9UNQ0 whole entry, looked up): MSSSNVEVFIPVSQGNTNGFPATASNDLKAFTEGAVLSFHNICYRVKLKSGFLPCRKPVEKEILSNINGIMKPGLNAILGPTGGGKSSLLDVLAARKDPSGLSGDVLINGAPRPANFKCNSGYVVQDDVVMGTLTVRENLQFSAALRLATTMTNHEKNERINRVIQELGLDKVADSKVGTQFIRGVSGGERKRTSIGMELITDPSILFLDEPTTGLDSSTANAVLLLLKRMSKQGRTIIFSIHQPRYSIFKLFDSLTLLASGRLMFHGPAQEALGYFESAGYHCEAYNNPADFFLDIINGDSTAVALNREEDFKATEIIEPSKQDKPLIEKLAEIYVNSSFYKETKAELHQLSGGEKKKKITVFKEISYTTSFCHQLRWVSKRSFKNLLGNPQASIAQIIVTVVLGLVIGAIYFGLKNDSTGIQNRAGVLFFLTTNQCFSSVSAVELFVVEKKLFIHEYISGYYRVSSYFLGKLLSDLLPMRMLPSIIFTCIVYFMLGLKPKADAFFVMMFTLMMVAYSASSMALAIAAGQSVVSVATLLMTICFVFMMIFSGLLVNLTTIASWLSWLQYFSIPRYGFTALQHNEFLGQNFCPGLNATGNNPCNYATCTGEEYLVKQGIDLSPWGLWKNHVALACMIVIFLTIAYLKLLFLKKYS
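System: two drug-resistant human cell lines, ABCG2 and ABCB1; controls: nicardipine high and DMSO low controls; times: 10 min exposure at 25 °C with rotation, no wash; detection: flow cytometry of retained JC-1 fluorescence; read-out basis: percent efflux inhibition, scaled nicardipine 100% to DMSO 0%; doses: one concentration, 6.6 µM final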
* = called active by the depositor. Cut-off read from the data, not from the text of the source, unless noted: active = inhibition above about 40%.

Results for Cc1[nH]c(-c2ccc3c(c2)OCO3)nc1C(=O)O ?
Bcl-W Bim block: -2.0; Bcl-XL Bim block: -5.0; ABCB1 block: -2.9; GSH fluor: 19; Bim-Bcl-2: -11.0; Bcl-B Bim block: -5.0; Bfl-1 Bim block: -9.0; RGS8-Gao reg: 101.5; RGS7-Gao reg: 96.6; RGS4-Gao reg: 100.2; ABCG2 inh: -3.2

What do the screens show for `COc1ccc(/C=N/NC(=O)c2ccc3c(c2)OCCO3)cc1[N+](=O)[O-]`?
Bcl-W Bim block: 0.0; Bcl-XL Bim block: -4.0; ABCB1 block: -0.5; GSH fluor: 16; Bim-Bcl-2: 1.0; Bcl-B Bim block: 1.0; Bfl-1 Bim block: 6.0; RGS8-Gao reg: 102.6; RGS7-Gao reg: 100.5; RGS4-Gao reg: 98.2; ABCG2 inh: 1.0

Results for COCCCN(C(C)=O)c1nc(-c2ccc(OC)cc2)cs1 ?
Bcl-W Bim block: 2.0; Bcl-XL Bim block: -5.0; ABCB1 block: 0.3; GSH fluor: 25; Bim-Bcl-2: -4.0; Bcl-B Bim block: -5.0; Bfl-1 Bim block: -13.0; RGS8-Gao reg: 105.1; RGS7-Gao reg: 105.7; RGS4-Gao reg: 104.4; ABCG2 inh: 2.1

Results for COc1ccc(-c2cn3cccnc3n2)cc1NS(=O)(=O)c1ccccc1 ?
Bcl-W Bim block: -1.0; Bcl-XL Bim block: -3.0; ABCB1 block: 0.6; GSH fluor: 13; Bim-Bcl-2: -3.0; Bcl-B Bim block: -9.0; Bfl-1 Bim block: 2.0; RGS8-Gao reg: 98.9; RGS7-Gao reg: 96.4; RGS4-Gao reg: 93.8; ABCG2 inh: 11.5

How did Cc1sc(NC(=O)CSc2nnc(COc3ccccc3)n2C)c(C#N)c1C do in these assays?
Bcl-W Bim block: 6.0; Bcl-XL Bim block: -1.0; ABCB1 block: 0.2; GSH fluor: 7; Bim-Bcl-2: -6.0; Bcl-B Bim block: -3.0; Bfl-1 Bim block: -4.0; RGS8-Gao reg: 103.1; RGS7-Gao reg: 101.2; RGS4-Gao reg: 101.7; ABCG2 inh: 1.4

How did CCOC(=O)CN(C(=O)CNC(=O)c1cccs1)C(C(=O)NC1CCCCC1)c1cccs1 (stereo not drawn) do in these assays?
Bcl-W Bim block: -3.0; Bcl-XL Bim block: -8.0; ABCB1 block: 0.8; GSH fluor: 23; Bim-Bcl-2: -5.0; Bcl-B Bim block: -1.0; Bfl-1 Bim block: -5.0; RGS8-Gao reg: 86.3; RGS7-Gao reg: 95.3; RGS4-Gao reg: 91.2; ABCG2 inh: 3.0

Results for CN(/N=C/c1cccnc1)c1cnc2ccccc2n1 ?
Bcl-W Bim block: 1.0; Bcl-XL Bim block: 2.0; ABCB1 block: 0.7; GSH fluor: 9; Bim-Bcl-2: 0.0; Bcl-B Bim block: 3.0; Bfl-1 Bim block: -5.0; RGS8-Gao reg: 104.1; RGS7-Gao reg: 100.0; RGS4-Gao reg: 103.6; ABCG2 inh: 3.2

How did CCC(C)Sc1nc2c(c(=O)[nH]c(=O)n2C)n1CC(O)COc1ccccc1C (stereo not drawn) do in these assays?
Bcl-W Bim block: -13.0; Bcl-XL Bim block: -12.0; ABCB1 block: 0.5; GSH fluor: 13; Bim-Bcl-2: 6.0; Bcl-B Bim block: -86.0; Bfl-1 Bim block: 17.0; RGS8-Gao reg: 99.9; RGS7-Gao reg: 106.9; RGS4-Gao reg: 98.3; ABCG2 inh: 17.0

How did CC1=CC=CC2=N/C(=N\S(=O)(=O)c3ccc(F)cc3F)c3ccccc3CN12 do in these assays?
Bcl-W Bim block: 0.0; Bcl-XL Bim block: 0.0; ABCB1 block: 0.2; GSH fluor: 12; Bim-Bcl-2: -4.0; Bcl-B Bim block: -2.0; Bfl-1 Bim block: -3.0; RGS8-Gao reg: 103.3; RGS7-Gao reg: 101.4; RGS4-Gao reg: 100.7; ABCG2 inh: 3.6

How did COc1ccc(-c2nc(CN3CCCCC3c3cccnc3)c(C)o2)c(F)c1 (stereo not drawn) do in these assays?
Bcl-W Bim block: -6.0; Bcl-XL Bim block: -8.0; ABCB1 block: 2.1; GSH fluor: 14; Bim-Bcl-2: -8.0; Bcl-B Bim block: -6.0; Bfl-1 Bim block: -8.0; RGS8-Gao reg: 100.1; RGS7-Gao reg: 103.6; RGS4-Gao reg: 101.3; ABCG2 inh: 3.9

How did CCOC(=O)/C(=N\Nc1ccccc1Cl)N1CCN(C)CC1 do in these assays?
Bcl-W Bim block: -6.0; Bcl-XL Bim block: -10.0; ABCB1 block: 0.1; GSH fluor: 11; Bim-Bcl-2: -3.0; Bcl-B Bim block: -9.0; Bfl-1 Bim block: -4.0; RGS8-Gao reg: 101.9; RGS7-Gao reg: 99.1; RGS4-Gao reg: 98.8; ABCG2 inh: 0.9

What do the screens show for `O=C(/C=C/c1ccc(F)cc1)N1CCCc2ccccc21`?
Bcl-W Bim block: 0.0; Bcl-XL Bim block: -1.0; ABCB1 block: -1.2; GSH fluor: 13; Bim-Bcl-2: -2.0; Bcl-B Bim block: 3.0; Bfl-1 Bim block: 3.0; RGS8-Gao reg: 99.1; RGS7-Gao reg: 101.5; RGS4-Gao reg: 97.7; ABCG2 inh: 15.0

How did N#C/C(=C(/O)CSc1ccccn1)c1nc2ccccc2s1 do in these assays?
Bcl-W Bim block: -2.0; Bcl-XL Bim block: -2.0; ABCB1 block: 0.8; GSH fluor: 27; Bim-Bcl-2: 0.0; Bcl-B Bim block: -4.0; Bfl-1 Bim block: -1.0; RGS8-Gao reg: 100.9; RGS7-Gao reg: 102.2; RGS4-Gao reg: 105.8; ABCG2 inh: 10.8

How did CSc1ccccc1NC(=S)Nc1cc(C)cc(C)c1 do in these assays?
Bcl-W Bim block: -5.0; Bcl-XL Bim block: -3.0; ABCB1 block: 0.4; GSH fluor: 13; Bim-Bcl-2: -5.0; Bcl-B Bim block: -1.0; Bfl-1 Bim block: -2.0; RGS8-Gao reg: 95.7; RGS7-Gao reg: 97.2; RGS4-Gao reg: 94.4; ABCG2 inh: 1.2

What do the screens show for `COc1cc(CNn2cnnc2)ccc1OCC(=O)NC1CCCCC1`?
Bcl-W Bim block: 0.0; Bcl-XL Bim block: 0.0; ABCB1 block: 0.5; GSH fluor: 10; Bim-Bcl-2: -1.0; Bcl-B Bim block: 0.0; Bfl-1 Bim block: -1.0; RGS8-Gao reg: 99.6; RGS7-Gao reg: 98.0; RGS4-Gao reg: 93.5; ABCG2 inh: 1.5

Results for Cc1nn(C)c(Cl)c1C(=O)NCC(=O)NCc1ccccc1 ?
Bcl-W Bim block: -2.0; Bcl-XL Bim block: -1.0; ABCB1 block: 0.2; Bim-Bcl-2: -1.0; Bcl-B Bim block: -3.0; Bfl-1 Bim block: -2.0; RGS8-Gao reg: 99.9; RGS7-Gao reg: 99.5; RGS4-Gao reg: 100.5; ABCG2 inh: 1.8

How did Cc1nc(-c2cccc(NS(=O)(=O)c3cccc4ccccc34)c2)cs1 do in these assays?
Bcl-W Bim block: 0.0; Bcl-XL Bim block: -2.0; ABCB1 block: 0.0; GSH fluor: 12; Bim-Bcl-2: -10.0; Bcl-B Bim block: -4.0; Bfl-1 Bim block: -6.0; RGS8-Gao reg: 106.5; RGS7-Gao reg: 104.0; RGS4-Gao reg: 107.6; ABCG2 inh: 0.8

What do the screens show for `O=C(CSCc1ccc(Br)cc1)Nc1ccc(S(=O)(=O)N2CCOCC2)cc1`?
Bcl-W Bim block: -2.0; Bcl-XL Bim block: -3.0; ABCB1 block: 1.6; GSH fluor: 78; Bim-Bcl-2: -6.0; Bcl-B Bim block: -2.0; Bfl-1 Bim block: -6.0; RGS8-Gao reg: 92.2; RGS7-Gao reg: 101.5; RGS4-Gao reg: 98.6; ABCG2 inh: 3.9

How did O=S(=O)(C/C(=C/CO)S(=O)(=O)c1ccccc1)c1ccccc1 do in these assays?
Bcl-W Bim block: 2.0; Bcl-XL Bim block: -2.0; ABCB1 block: 0.3; GSH fluor: 4; Bim-Bcl-2: -3.0; Bcl-B Bim block: -5.0; Bfl-1 Bim block: -11.0; RGS8-Gao reg: 97.5; RGS7-Gao reg: 94.9; RGS4-Gao reg: 95.2; ABCG2 inh: 2.3

How did O=C(NCC(c1cccnc1)N1CCOCC1)C1CCCCC1 (stereo not drawn) do in these assays?
Bcl-W Bim block: -4.0; Bcl-XL Bim block: -5.0; ABCB1 block: 0.8; GSH fluor: 11; Bim-Bcl-2: -4.0; Bcl-B Bim block: -2.0; Bfl-1 Bim block: -1.0; RGS8-Gao reg: 98.9; RGS7-Gao reg: 96.6; RGS4-Gao reg: 95.8; ABCG2 inh: 4.4

How did Cc1nc(CN2CCN(Cc3nc(C(c4ccccc4)c4ccccc4)no3)CC2)cs1 do in these assays?
Bcl-W Bim block: 0.0; Bcl-XL Bim block: -4.0; ABCB1 block: 2.3; GSH fluor: 19; Bim-Bcl-2: -2.0; Bcl-B Bim block: -2.0; Bfl-1 Bim block: 1.0; RGS8-Gao reg: 100.1; RGS7-Gao reg: 102.8; RGS4-Gao reg: 101.7; ABCG2 inh: 0.2

What do the screens show for `O=C(Nc1ccc2c(c1)OCCO2)N1CCN(Cc2ccccc2)CC1`?
Bcl-W Bim block: -3.0; Bcl-XL Bim block: -3.0; ABCB1 block: 0.5; GSH fluor: 9; Bim-Bcl-2: 0.0; Bcl-B Bim block: -2.0; Bfl-1 Bim block: 3.0; RGS8-Gao reg: 112.0; RGS7-Gao reg: 107.5; RGS4-Gao reg: 103.9; ABCG2 inh: 2.8

Results for CC1(C(=O)NCCCNc2ncc(C(F)(F)F)cc2Cl)C=CCN1C(=O)c1ccccc1 (stereo not drawn) ?
Bcl-W Bim block: -3.0; Bcl-XL Bim block: -2.0; ABCB1 block: 2.1; GSH fluor: 18; Bim-Bcl-2: -1.0; Bcl-B Bim block: -6.0; Bfl-1 Bim block: -2.0; RGS8-Gao reg: 99.8; RGS7-Gao reg: 95.8; RGS4-Gao reg: 99.5; ABCG2 inh: 24.0

Assay outcomes as filed in PubChem.
